# Assay outcomes (PubChem)
# M17LAP inhibition = P. falciparum M17LAP inhibitors, primary screen, biochemical, fluorogenic H-Leu-NHMec substrate, 1536-well (AID 1619). 0.38% of 220,000 active. inhibition, % at 30 µM, or IC50 in µM where a hit was titrated. recombinant M17LAP, H-Leu-NHMec fluorogenic kinetic assay; higher % means a stronger effect. Leucine aminopeptidase (Plasmodium falciparum (isolate 3D7));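 active = compound inhibiting the enzyme by more than half at any dose during confirmatory dose-response retesting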;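 also: plate controls were full reaction with DMSO carrier for no effect and no enzyme background for full effect; strong numbers were not always called active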
# Yfh1-off respiration = enhancers of respiration in Yfh1-depleted yeast, dose response, Friedreich's ataxia, plus single-dose screen (AID 1465); S. cerevisiae Yfh1-off respiration, WST-1 reduction, 72 h; higher fold induction means a stronger effect; fold induction at 50 µM, or EC50 in µM where a hit was titrated; 0.074% of 220,000 active;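 active = fold induction of absorbance versus untreated yeast above a set limit, then at least 30% activation at any dose in follow-up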;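 also: activators that raise dye reduction in frataxin-depleted yeast; strong numbers were not always called active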
# b-catenin transl = modulators of beta-catenin nuclear translocation, primary screen, imaging, HeLa cells, immunofluorescence, high-content. nuclear translocation activity, % at 5 µM. 0.3% of 190,000 active;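 active = nuclear translocation activity above 50% at 5 µM, with a well cell count of 50 or more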;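 also: per-cell ratio of nuclear to cytoplasmic median beta-catenin stain intensity; plate controls were DMSO negative control for no effect and GSK-3 inhibitor IX positive control for full effect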
#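 System: HeLa cells, endogenous beta-catenin; compound dosing: 5 µM primary single dose, 0.1% DMSO, 0.02–20 µM confirmation series; incubation: 24 h compound exposure at 37°C, 5% CO2; signal: beta-catenin immunofluorescence imaging with DAPI; evaluation: % activation, nuclear-to-cytoplasmic median beta-catenin signal ratio per cell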
# NOD2 inhibition = NOD2 signaling inhibitors, cell-based, luminescence, uHTS, HEK293 (AID 1566) | 0.63% of 290,000 active | HEK293 NOD2/NF-kB luciferase reporter, luminescence; higher % means a stronger effect | one-dose inhibition, % at 4 µM; EC50 in µM for titrated hits; in the data active = inhibition above about 50%; also: many of its hits are not listed in these tables
# Insulin prom up = insulin promoter activators in MIN6 cells, imaging, high-content screening, mouse beta cells; 0.3% of 190,000 active; z-score at 5 µM; MIN6 insulin promoter-GFP reporter; active compounds read high; AID 1625, 2009;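 active = z-score above 3 at 5 µM with at least 500 cells counted in the well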
# Autophagy HCS = autophagy modulators in MEF cells, primary screen, imaging, high-content, MEF GFP-LC3 | MEF GFP-LC3 puncta imaging; test concentration mostly 10 µM | calls only at 10 µM (by protocol) | 0.98% of 190,000 active;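 active = percentage of spot-positive cells more than 3 SD above its plate mean, without a fluorescence outlier flag or 80% toxicity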;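 also: spot-positive cell cutoff set from DMSO-treated cells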
# MT stabilizer = microtubule stabilizers in HeLa cells, primary screen, imaging, high-content imaging | HeLa tubulin immunostaining HCS, 24 h; share of cells brighter than vehicle mean+2SD | 0.83% of 200,000 active | % tubulin-high responders, % at 10 µM;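 active = plate Z-score above 3 for both tubulin-high and condensed-nucleus cell shares, with cell loss under 80%, at 10 µM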;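 also: anti alpha tubulin signal scored within the nucleus-defined area of each cell; some results filed as inactive read as strong as hits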
# Dynein transport = inhibitors of GR-EGFP nuclear translocation, primary screen, dynein cargo transport inhibitor project, imaging, high-content, 3617.4 mouse cells; z-score, hits read low; 0.47% of 220,000 active; test concentration mostly 20 µM; stimulated with dexamethasone, 1 µM; active compounds read low;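 active = plate z-score of nuclear minus cytoplasmic receptor signal below a set negative limit, without overly bright fluorescence or cell loss, cut at about -3.5 in these data, passing the limit was not always enough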;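 also: z-score of nuclear minus cytoplasmic ring GR-EGFP intensity difference per well; some compounds called inactive have numbers as strong as hits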
#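 Buffer or medium: Induction medium lacking tetracycline, stripped serum | Also added: Dexamethasone agonist, 1.0 µM final, for 30 min | Timing: 48 h induction, 1 h compound, 30 min dex at 37 °C | Detection: Formaldehyde fixation, Hoechst nuclear stain, 10x automated fluorescence imaging | Measure: Nuclear versus cytoplasmic GR-EGFP signal, averaged per well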
# NOD1 NF-kB reporter = NOD1 signaling inhibitors, primary screen, cell-based, luminescence, uHTS (AID 1578) | NOD1-driven NF-kB luciferase reporter cells, luminescence; higher % means a stronger effect | inhibition, % at 4 µM, or EC50 in µM where a hit was titrated | 1% of 290,000 active; in the data active = inhibition mostly above about 36%, no sharp cut-off; inactive = mostly below about 34%;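 also: HEK-293T reporter cells stimulated with the NOD1 agonist gamma-tri-DAP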
# Dynein transport cytoplasmic EGFP = also measured in Dynein transport; calls as there; z-score; measured here: cytoplasmic GR-EGFP intensity; active compounds read high
# Dynein transport nuclear GR-EGFP = second read-out of Dynein transport, no call of its own (marks repeat the call); z-score; measured here: nuclear GR-EGFP intensity;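 lower value marks the stronger effect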
# Dynein transport cell count = also measured in Dynein transport; calls as there; z-score; measured here: cell count per field
# Insulin prom up cell count = second read-out of Insulin prom up, no call of its own (marks repeat the call); cell count; measured here: cytotoxicity, nuclei count;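 total cells summed across four imaged fields per well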
# b-catenin transl cell count 5 µM = recorded beside b-catenin transl, whose call it bears; cell count; measured here: cell count, cytotoxicity flag
# MT stabilizer Hoechst-high % = second read-out of MT stabilizer, no call of its own (marks repeat the call); % Hoechst-high responders; measured here: nuclear condensation Hoechst responders;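 share of cells brighter than vehicle mean plus two SD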
# MT stabilizer cytotoxicity % = second read-out of MT stabilizer, no call of its own (marks repeat the call); toxicity, %; measured here: cytotoxicity by cell density;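 0% = mean cell density of plate MIN control wells and 100% = no cells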
# Autophagy HCS cell loss 18 h = recorded beside Autophagy HCS, whose call it bears; toxicity, %; measured here: cell loss, nuclei count;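 cell loss after 18 h compound exposure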
# * marks the source's active call; other numbers are inactive results; i = inactive; . = no result given. The list is partial; rates above refer to the full screens.
SMILES,M17LAP inhibition,Yfh1-off respiration,b-catenin transl,b-catenin transl cell count 5 µM,NOD2 inhibition,Insulin prom up,Insulin prom up cell count,Autophagy HCS,Autophagy HCS cell loss 18 h,MT stabilizer,MT stabilizer Hoechst-high %,MT stabilizer cytotoxicity %,Dynein transport,Dynein transport cytoplasmic EGFP,Dynein transport nuclear GR-EGFP,Dynein transport cell count,NOD1 NF-kB reporter
C/C(=N\NC(=O)c1cccc(S(=O)(=O)N2CCOCC2)c1)c1ccco1,15.1%,i,-0.8,1344,-12.2%,0.64,964,.,.,.,.,.,0.332,-0.103,1.03,-0.777,-6.6%
CC(C)(C)c1ccc(C(=O)Oc2ccccc2CCC(=O)O)cc1,13.5%,i,-1.1,1274,-10.1%,0.01,1035,.,.,.,.,.,0.789,-0.304,0.293,-0.167,-0.2%
COc1ccc(CC(=O)O/N=C(\N)c2ccc(OC)cc2)cc1,20.5%,i,0.3,1313,-27.3%,-0.21,1093,.,.,.,.,.,0.233,-0.228,0.714,-0.463,-20.6%
CC1(C)CC(=O)C(C=NCC2CCCO2)=C(O)C1 (stereo not given),-5.6%,i,2.0,684,18.3%,0.17,1314,i,-3.2,4.1,2.5,5.5,2.12,-0.189,1.8,-1.04,6.2%
Cc1c(NC(=O)CN2C(=O)C3C4C=CC(C4)C3C2=O)c(=O)n(-c2ccccc2)n1C (stereo not given),-8.4%,i,0.0,1415,4.8%,0.22,1654,i,-44.6,5.4,1.0,8.4,1.5,-0.505,0.371,0.199,9.7%
CC1OC(O[C@H]2CC[C@]3(C)C4C=C[C@]56OC[C@@]7(CC[C@@H](C)[C@H](C)C75)[C@H](O)C[C@@]6(C)[C@]4(C)CC[C@H]3C2(C)C)C(OC2OC(CO)C(O)C(O)C2OC2OCC(O)C(O)C2O)C(O)C1O (stereo not given in full),-3.0%,i,0.1,1101,31.6%,.,.,.,.,.,.,.,-2.29,0.0617,-1.73,-3.54,-7.3%
COC(=O)c1ccc(NC(=S)Nc2cccc(C)n2)cc1,-0.5%,i,1.6,1449,-22.4%,-0.12,1370,i,13.7,7.1,1.4,7.6,0.664,-0.0993,0.756,-1.2,-19.1%
COc1ccc(OCC(Cn2cnc3ccccc32)OC(C)=O)cc1 (stereo not given),2.8%,i,0.4,963,-10.6%,-0.67,1460,i,21.8,0.6,0.5,7.3,1.26,-0.112,0.595,-1.14,-26.3%
CCOc1ccc(NC(=O)c2cnccn2)cc1,15.3%,i,1.0,1024,11.5%,0.38,982,i,-3.5,3.3,1.6,0.1,-0.257,-0.231,-0.101,-0.0333,13.7%
Cc1c(NC(=O)C(C)OC(=O)/C=C/c2ccccc2)c(=O)n(-c2ccccc2)n1C (stereo not given),4.7%,i,0.2,1090,-0.5%,-0.89,1228,i,13.2,4.2,2.2,8.0,-0.25,0.275,0.226,1.41,-40.7%
CN=C(Nc1ccc2c(c1)OCO2)SC1CC(=O)N(c2ccccc2)C1=O (stereo not given),2.4%,i,-2.2,532,24.5%,.,.,i,2.8,4.1,1.5,2.7,-0.347,-0.25,-0.881,0.78,22.2%
Cc1nn(Cc2ccccc2Cl)c(C)c1NC(=O)/C=C/c1cnn(C)c1,11.2%,i,-2.0,921,26.8%,0.02,1346,i,37.4,2.6,1.5,10.1,-0.488,-0.18,0.0593,0.352,0.6%
Cc1cc(C(=O)C(=O)O)c(C)n1-c1ccc(Cl)c(Cl)c1,24.0%,i,0.7,1496,14.1%,.,.,i,-38.5,1.9,1.2,7.5,0.000326,-0.224,0.185,-0.664,-4.9%
COC(=O)c1cc(NC(=O)c2ccc(Cn3cc(Cl)cn3)o2)cc(C(=O)OC)c1,1.1%,.,-2.8,1296,3.5%,-0.28,1252,i,-4.1,2.0,2.5,9.3,-0.639,-0.0875,-0.366,1.14,-36.0%
CC(=O)N1CC(C)c2scc(C)[n+]2-c2ccccc21 (stereo not given),19.9%,i,-1.6,591,8.5%,0.2,1414,i,19.5,2.5,2.0,6.5,0.36,-0.212,-0.18,-0.499,-27.7%
CCCCOCCCNC(=O)CCCOc1ccccc1,-2.7%,i,.,.,3.4%,.,.,i,-0.5,2.4,2.0,5.8,0.0848,-0.222,-0.133,0.608,-0.2%
O=c1oc(-c2ccccc2NS(=O)(=O)c2ccccc2)nc2ccccc12,13.4%,i,1.3,1136,5.4%,-0.06,1231,i,2.4,1.0,1.1,6.1,-0.877,0.57,-0.154,-0.0825,9.8%
COC(=O)C1=C(C)NC(C)=C(C(=O)OC)C1c1cc2ccc(C)cc2[nH]c1=O,-3.6%,i,-0.1,961,8.0%,-0.24,1278,i,-11.4,31.4*,17.8*,25.5*,-0.359,-0.362,-0.0271,0.0625,4.4%
Cc1ccc(-c2nnn(CC(=O)NC3CCCc4ccccc43)n2)cc1 (stereo not given),2.7%,i,1.7,1327,5.5%,-0.67,1630,i,-4.7,1.6,1.5,6.8,0.812,-0.225,-0.691,0.202,0.4%
Cc1cc(C(=O)N/N=C2\CCCC(=O)C2)c2ccccc2n1,15.9%,i,.,.,14.5%,-0.17,1296,i,11.5,1.9,2.5,3.3,-0.221,-0.314,-0.441,0.636,-18.9%

# 3 of the entries above in order of their number in MT stabilizer Hoechst-high %, ascending.
canonical_smiles | MT stabilizer Hoechst-high %
O=c1oc(-c2ccccc2NS(=O)(=O)c2ccccc2)nc2ccccc12 | 1.1
Cc1c(NC(=O)C(C)OC(=O)/C=C/c2ccccc2)c(=O)n(-c2ccccc2)n1C (stereo not given) | 2.2
COC(=O)C1=C(C)NC(C)=C(C(=O)OC)C1c1cc2ccc(C)cc2[nH]c1=O | 17.8*

# Later entries.
SMILES,M17LAP inhibition,Yfh1-off respiration,b-catenin transl,b-catenin transl cell count 5 µM,NOD2 inhibition,Insulin prom up,Insulin prom up cell count,Autophagy HCS,Autophagy HCS cell loss 18 h,MT stabilizer,MT stabilizer Hoechst-high %,MT stabilizer cytotoxicity %,Dynein transport,Dynein transport cytoplasmic EGFP,Dynein transport nuclear GR-EGFP,Dynein transport cell count,NOD1 NF-kB reporter
Cc1cc2cc(CNC(=O)C(C)Oc3ccccc3)ccc2n1C (stereo not given),-6.5%,i,1.4,1302,8.6%,0.54,859,.,.,.,.,.,1.38,-0.228,1.25,-1.5,-1.3%
COC(=O)Cn1cnc2c(nnn2Cc2ccc(Cl)cc2)c1=O,-2.5%,i,-0.3,878,11.0%,-0.67,1436,i,17.1,1.9,2.2,11.8,-0.468,-0.211,-0.113,0.76,4.5%
COc1cc(OC)cc(C(=O)Nc2cccc(-c3ccc4nncn4n3)c2)c1,-9.6%,i,-4.2,1173,21.7%,-0.81,1521,i,-9.4,4.0,1.4,7.3,-0.345,-0.205,0.0112,0.781,-49.5%
O=C(CCCOc1ccc(Cl)cc1Cl)Nc1ccc(O)cc1C(=O)O,6.9%,i,2.2,1291,20.7%,0.79,1465,.,.,.,.,.,-0.923,-0.258,-0.66,1.56,-10.0%
CCOC(=O)c1cnc(SC)nc1Oc1cccc(NC(=O)c2ccc(Cl)cc2)c1,-0.3%,i,-2.3,916,-31.1%,0.35,1526,i,12.0,3.4,2.0,13.1,-0.541,-0.286,0.0588,-0.17,-7.6%
CC(=O)OC(C(=O)N1CCN(c2ccccc2F)CC1)c1ccccc1 (stereo not given),-1.6%,i,-0.5,922,9.2%,0.21,1476,i,1.4,3.4,1.6,0.3,-0.601,-0.109,-0.166,0.97,-6.4%
CC(Cc1cccs1)NC(=O)Nc1ccccc1 (stereo not given),-5.4%,i,-7.9,1051,-15.2%,-4.74,829,i,-5.6,6.0,2.3,5.6,0.132,-0.187,0.265,0.293,-22.0%
CC(=O)Nc1ccc(NC(=O)CSC2=NCCS2)cc1,11.3%,i,-5.9,837,3.7%,-0.17,1393,i,-11.1,4.7,1.8,10.5,-0.934,-0.208,-0.244,0.355,-5.8%
Cc1ccc(-n2c(C)cc(C(=O)CN3CCCCC3)c2C)cc1,19.1%,i,.,.,18.5%,-0.48,1284,i,10.7,3.2,2.8,8.3,2.86,-0.0959,1.37,-2.11,-3.3%
Cc1ccc2c(c1)nnn2C1CCN(CC(=O)N2CCN(c3ccc(F)cc3)CC2)CC1,11.2%,i,-4.9,1165,2.3%,.,.,i,-0.4,1.3,1.0,3.3,-0.347,-0.274,0.18,-0.24,8.2%
CCCc1ccc(-c2csc(NC(=O)Cc3cccs3)n2)cc1,2.0%,i,.,.,25.0%,0.33,875,i,-1.2,2.3,1.4,4.5,-0.881,0.00912,-0.212,0.208,30.0%
COc1ccc(Sc2nc(-c3ccccc3)ncc2OC)cc1,2.9%,i,-1.4,1061,6.4%,-0.44,1051,i,-2.5,5.4,1.4,1.7,0.771,-0.327,0.32,0.455,-33.0%
O=C(CNC(=O)c1ccc(Cl)cc1)OCc1nc2ccccc2s1,-9.4%,i,1.1,1076,-4.1%,-0.01,1423,i,20.5,3.1,2.2,8.5,1.74,0.147,1.4,-1.71,-13.6%
CCn1c(=O)c2c(nc3n2CCCN3CCc2ccccc2)n(C)c1=O,19.8%,i,-4.6,747,-14.3%,0.37,1283,i,16.0,2.1,1.9,5.0,-0.809,-0.199,-0.537,0.664,-16.1%
CCOc1ccc(N=C2NC(=O)/C(=C/C(=O)OC)S2)cc1,9.9%,i,-0.1,982,-1.3%,0.11,1357,i,4.9,6.3,3.0,5.4,-0.83,-0.273,-0.568,0.0228,-7.9%
